High-throughput results: PubChem BioAssay, several laboratories
N-glyco inh: blocks N-linked glycosylation in D54 reporter cells | D54 ERlucT glycosylation luciferase reporter, 24 h; percent of 100 nM tunicamycin response | reporter increase, % at 12.5 µM | hit rate 0.23% among 360,000 | AID 588692;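 active means mean luciferase reporter signal, scaled so untreated is 0 and the glycosylation-blocking control 100, at or above a set limit in every replicate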;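 further: luciferase carries N-glycosylation sites so blocking glycosylation raises the light; 0% = median of neutral control wells and 100% = median of 100 nM tunicamycin wells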
HTR2A ag: activates the mouse 5-HT2A serotonin receptor; P35363; CHO-K1 mHTR2A beta-arrestin complementation, luminescence; percent of 30 µM serotonin response; activation, % at 7.6 µM; hit rate 0.66% among 360,000;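 active means activation above a run cutoff, the mean activation of all tested compounds plus 3 SD, cut at about 14% in these data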;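 further: 0% = plate median of compound wells and 100% = 30 µM serotonin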
CaV13 ICDI inh: Disruptors of the CACNA1D IQ motif to Ca2+-dependent inactivation inhibitor domain association, primary screening, Förster resonance energy transfer in intact living …. HEK cells, CFP/YFP FRET ICDI-IQ, plate reader, 10 min; percent FRET-ratio fall versus neutral wells. hit rate 0.098% among 340,000. inhibition, % at 12.3 µM;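 active means mean replicate inhibition of at least 30% and at least 1% of replicates passing that level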;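 further: 0% = median of the neutral control wells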
H9c2 protect: myocardial damage modulation in H9c2 cells. H9c2 cardiomyocytes, H2O2 injury protection, ATPLite, 2 h. protection from H2O2 cell death, % at 20 µM. hit rate 0.63% among 360,000. AID 588492;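 active means compounds giving at least 50% protection of heart cells from peroxide-induced death in the single-dose screen, raw or plate-pattern-corrected value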;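 further: 0% = DMSO wells with peroxide and 100% = DMSO wells without peroxide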
MC4R antagonist: human MC4R antagonism in cAMP assay; P32245; MC4R-expressing cells, MTII-stimulated cAMP, LANCE TR-FRET; inhibition, % at 6.5 µM; hit rate 0.48% among 360,000; AID 540295;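 active means inhibition above its plate's cutoff, the mean of tested wells on that plate plus 3 SD, cut at about 29% in these data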;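 further: 0% = Melanotan II alone and 100% = Melanotan II plus saturating MCL0020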
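Material: U2OS-MC4R stable cell line | Reagent: Melanotan II challenge after compound preincubation | Doses: One concentration, 6.5 µM nominal | Incubation: 30-min compound preincubation, 1-h Melanotan II challenge, 1-h detection, room temperature | Signal: TR-FRET cAMP assay | Replicates: One well per compound, no replicates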
ABHD5-PLIN5 inh: ABHD5-PLIN5 protein interaction inhibition. Q00G26+Q8WTS1. inhibition, % at 4 µM. hit rate 0.78% among 360,000. Split G. princeps luciferase complementation, luminescence, 4 h;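 active means inhibition above the mean inhibition across every tested compound plus 3 SD, cut at about 22% in these data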;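 further: 0% = DMSO only wells and the 100% control is not disclosed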
Granule exo inh: lytic granule exocytosis inhibition. hit rate 0.66% among 360,000. TALL-104 LAMP-1 surface exposure, flow cytometry; cells stimulated with thapsigargin and PMA. inhibition, % at 10 µM. AID 651702;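 active means inhibition above about 55%, limit read from the data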
MC4R barr agon: agonists of human melanocortin 4 receptor (MC4R) beta-arrestin; activation, % at 8.9 µM; U2OS MC4R beta-arrestin complementation, luminescence; percent of melanotan II response, DMSO zero; P32245; AID 540308; hit rate 0.98% among 360,000;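 active means activation above a per-plate cutoff, the mean activation of sample wells on that plate plus 3 SD, cut at about 8% in these data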
ABCB6 inh 2: human ABCB6 transporter inhibition. K562-ABCB6 porphyrin accumulation, flow cytometry, 1 h; stronger effect = lower value. fluorescence ratio to DMSO, % at 10 µM. hit rate 0.19% among 360,000. AID 602162;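 active means fluorescence ratio to DMSO below 75%, the collection mean minus 3 SD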;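 further: signal is porphyrin accumulated inside mitochondria; 100% equals median channel fluorescence of DMSO control wells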
Target sequence (Q9NP58 whole entry, looked up): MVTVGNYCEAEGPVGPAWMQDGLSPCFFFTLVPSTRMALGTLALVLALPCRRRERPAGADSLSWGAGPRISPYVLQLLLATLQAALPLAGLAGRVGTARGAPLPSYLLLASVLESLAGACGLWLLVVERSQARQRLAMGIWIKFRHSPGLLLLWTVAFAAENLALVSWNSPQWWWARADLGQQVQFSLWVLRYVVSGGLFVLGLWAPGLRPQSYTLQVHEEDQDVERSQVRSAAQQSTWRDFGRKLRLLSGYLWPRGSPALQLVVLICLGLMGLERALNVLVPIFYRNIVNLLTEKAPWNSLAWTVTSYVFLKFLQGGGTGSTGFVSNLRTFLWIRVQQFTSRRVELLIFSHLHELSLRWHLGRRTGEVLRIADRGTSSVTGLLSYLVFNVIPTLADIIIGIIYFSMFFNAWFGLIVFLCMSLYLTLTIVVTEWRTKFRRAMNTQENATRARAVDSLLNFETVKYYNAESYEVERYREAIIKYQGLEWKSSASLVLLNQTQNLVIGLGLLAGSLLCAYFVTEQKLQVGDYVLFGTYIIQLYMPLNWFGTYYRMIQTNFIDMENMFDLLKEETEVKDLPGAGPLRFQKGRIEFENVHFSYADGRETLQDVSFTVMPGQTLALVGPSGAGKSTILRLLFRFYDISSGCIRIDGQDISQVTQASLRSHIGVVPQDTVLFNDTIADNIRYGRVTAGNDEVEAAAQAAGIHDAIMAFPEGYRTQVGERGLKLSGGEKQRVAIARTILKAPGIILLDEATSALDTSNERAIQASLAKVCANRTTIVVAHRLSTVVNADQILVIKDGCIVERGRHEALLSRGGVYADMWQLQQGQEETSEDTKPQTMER
PDI inh: inhibitors of human protein disulfide isomerase. P07237. PDI insulin aggregation turbidity, A650, 90 min. inhibition, % at 10 µM. hit rate 0.052% among 350,000. AID 588391;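 active means mean inhibition across replicates of 30% or more, whatever share of single replicates reach that level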;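 further: absorbance from insulin aggregation driven by PDI reduction with DTT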
* hit, by the source's call; nt = not tested or not shown.

SMILES	N-glyco inh	HTR2A ag	CaV13 ICDI inh	H9c2 protect	MC4R antagonist	ABHD5-PLIN5 inh	Granule exo inh	MC4R barr agon	ABCB6 inh 2	PDI inh
Cc1cc(C)nc(SCC(=O)N/N=C/c2ccc3c(c2)OCO3)n1	2	1	-6	-6	1	6	-11	-3.0	104	-2
OCC[C@@H]1C[C@@H](O)[C@H](O)[C@@]2(CCCCO2)O1	2	-6	-9	7	-3	1	-6	0.0	102	-9
O=C(NCCO)c1ccc2c3n(nc2c1)-c1ccccc1CO3	-7	-2	-5	-28	5	4	-1	-2.4	97	-2
CC12CS(=O)(=O)CC1SC(=S)N2Cc1ccccc1 (stereo unspecified)	-1	6	-4	11	5	4	10	3.5	93	-5
O=C(c1ccccc1)N1CCN=C1SCc1ccc([N+](=O)[O-])cc1	-1	-2	-1	-4	6	-23	4	0.6	104	3
CC(C)c1nc2ccc(NC(=O)C34CC5CC(CC(C5)C3)C4)cc2[nH]1	-2	-7	nt	1	2	0	-5	-0.5	98	1
CCn1c(SCC(=O)c2ccccc2)nnc1-c1cccs1	-1	0	-3	-3	4	-8	19	-2.0	96	10
CCCc1cc(=O)[nH]c(SCC(=O)N(CC)Cc2ccccc2)n1	-3	-3	-5	10	0	-3	0	-0.9	91	11
COc1ccccc1N1CCN(C(=O)CNC(=O)Cn2cnc3sc(C)c(C)c3c2=O)CC1	0	0	-4	0	6	3	-1	-0.7	100	5
O=C(CN1CCN(C2CCCCC2)CC1)Nc1ccccc1-c1ccccc1	-4	-3	-9	4	-1	8	-1	-2.0	97	-4
CCOC(=O)c1c(NC(=S)NC(=O)/C=C/c2cccs2)sc(C)c1C	2	-2	-3	5	17	3	-5	-1.0	99	-2
Cc1ccc(S(=O)(=O)N(CCC#N)CCN2CCCC2)cc1	1	1	-6	6	-6	0	2	-0.3	104	3
CCc1ccc(C(=O)NNC(=O)c2ccc3c(=O)n4c(nc3c2)CCC4)cc1	0	8	nt	0	5	4	-4	-0.6	98	15
NC(=O)c1c(NC(=O)CN2C(=O)CCC2=O)sc2c1CCCCC2	0	4	-5	2	0	-7	0	-1.1	96	0
Cc1ccc(N2CC(C(=O)N3CCOCC3)CC2=O)cc1Cl (stereo unspecified)	0	-4	-4	5	-2	-4	10	1.3	90	12

Copied from the list:
Cc1ccc(S(=O)(=O)N(CCC#N)CCN2CCCC2)cc1 in N-glyco inh = 1
CCc1ccc(C(=O)NNC(=O)c2ccc3c(=O)n4c(nc3c2)CCC4)cc1 in N-glyco inh = 0

The results go on:
SMILES	N-glyco inh	HTR2A ag	CaV13 ICDI inh	H9c2 protect	MC4R antagonist	ABHD5-PLIN5 inh	Granule exo inh	MC4R barr agon	ABCB6 inh 2	PDI inh
Cn1c(=O)oc2cc(S(=O)(=O)N3CCC(C(=O)NCc4ccccc4Cl)CC3)ccc21	-3	3	-7	1	2	4	1	-1.8	98	5
Cc1ccc(S(=O)(=O)NCC(=O)OCC(=O)N2C(C)CCCC2C)cc1 (stereo unspecified)	3	-5	-6	-6	17	8	0	0.1	99	-59
Cc1ccc(NS(=O)(=O)c2cccc(C(=O)NCCCN3CCCC3=O)c2)cc1	2	-1	-6	-4	1	-1	-1	-3.6	95	-13
COc1ccc(N2CCCn3c2nc2c3c(=O)n(CCN3CCOCC3)c(=O)n2C)cc1	-2	1	nt	3	0	-4	-1	-1.2	95	-9
CC(CCCC(C)(C)O)NCc1cn[nH]c1-c1ccc2c(c1)OCO2 (stereo unspecified)	2	6	2	2	5	3	-1	-0.4	87	13
CC1CCC(NC(=O)C2CC(O)CN2S(=O)(=O)c2ccc([N+](=O)[O-])cc2)CC1 (stereo unspecified)	2	2	-6	0	6	9	-4	0.4	97	-1
CCC1(C)Cc2ccccc2-c2nc(NCCCO)[nH]c(=O)c21 (stereo unspecified)	4	-5	-3	4	5	1	4	-2.1	94	-5
CC1CCc2c(cnc3ncnn23)C1 (stereo unspecified)	-2	4	-8	6	2	0	-6	-1.4	102	0
CS(=O)(=O)Nc1ccccc1C(=O)NCCSc1ccc(Cl)cc1	1	-4	-4	2	8	4	10	-1.0	98	3
CCn1c(C)cc(=S)c2ccccc21	0	3	-5	-20	-2	-8	-1	-2.1	100	-2
CCOc1ncccc1C(=O)OCC(=O)N1CCc2ccccc21	-1	5	-2	-4	-5	8	-5	0.0	98	3
Cc1cccc(N2CCN(C(=O)c3cn4ccccc4n3)CC2C)c1 (stereo unspecified)	-3	0	11	0	15	3	-2	1.2	97	11
O=C(O)C1CCCN1C(=O)OCc1ccccc1 (stereo unspecified)	-1	5	nt	0	-5	2	-5	0.0	97	-3
OC1CCCN(Cc2ccc3ccc4cccc5ccc2c3c45)C1 (stereo unspecified)	57*	-2	nt	1	7	13	0	4.8	100	-3
CCOC(=O)Nc1ccc(S(=O)(=O)Nc2nccc(C)n2)cc1	3	-1	-6	-1	-3	2	-2	-0.1	100	-5
CC(C)[C@@H]1CC2=C(C(=O)OC(C)(C)O2)[C@H](CCc2ccccc2)O1	nt	-4	-5	nt	nt	-5	3	nt	99	nt
CC(=O)c1c(C)oc(C)c1CSCc1ccc(C(=O)O)o1	nt	-3	-5	16	-1	-1	1	0.5	89	-1
C#CCCCc1nc2ccccc2c(=O)n1N	1	0	-3	-2	0	2	2	0.1	79	5
CN1CCN(c2nc(-c3ccccc3)cc(C(F)(F)F)n2)CC1	nt	-7	-4	7	-1	6	-3	0.0	100	-6
CN(Cc1ccccc1)S(=O)(=O)c1ccccc1[N+](=O)[O-]	-2	0	2	-4	12	8	2	-2.1	96	1
CCCNC(=O)N[C@@H](Cc1ccccc1)C(=O)OC	3	2	nt	-5	1	8	-2	-1.6	101	-10
CCC(=O)Nc1ccc(NC(=O)Cc2ccccc2)cn1	3	-7	-4	2	1	-6	-4	-2.6	93	5
COc1ccc(OC)c(NC2=NC3(CCCC3)N=C(N)N2)c1	2	-7	-5	-6	2	2	-2	-1.2	94	0
CCOC(=O)C1CCC(=O)C1 (stereo unspecified)	1	4	-16	-2	-2	2	1	-1.5	98	-4
CCOc1ccc(S(=O)(=O)N2CCN(Cc3ccccc3)CC2)cc1	-1	-7	-21	-5	2	-2	-12	2.4	105	6
CC(C)(C)c1ccc(-c2nc(-c3ccncc3)no2)cc1	-16	6	-6	-24	13	0	0	2.4	99	7
COc1ccc(C(=O)Nc2cccc(C(=O)N3CCCC3)c2)cc1	-1	1	-4	-3	-2	0	-4	-1.4	101	-6
Cc1ccc(C(C)C)c(OCc2nnc(SCC(=O)Nc3nccs3)n2C)c1	3	-3	nt	-5	-3	-2	1	-1.2	93	10
COc1ccc(/C=N/n2cncn2)cc1CSc1ccccn1	-2	-1	nt	4	0	0	-2	-0.4	116	-2
CCN(C(=O)CN1C(=O)/C(=C/c2ccccc2F)SC1=S)C1CCS(=O)(=O)C1 (stereo unspecified)	2	14	-3	-8	1	5	-3	0.7	101	5
Cc1ccccc1CN1CCN(C(=O)[C@H]2O[C@@H](n3ccc(=O)[nH]c3=O)[C@H](O)[C@@H]2O)CC1	0	5	-3	1	nt	3	-1	nt	92	nt
Cc1cc(C)c2nc(NC(=O)C3CSC4(C)CCC(=O)N34)sc2c1 (stereo unspecified)	1	4	-2	4	24	-7	2	-2.6	99	-9
COc1ccc(CCNC(=O)CSc2nc3[nH]ncc3c(=O)[nH]2)cc1OC	2	-1	-4	4	6	4	-3	-3.0	102	3
CCCCn1c(SCC(=O)N(C)C2CCS(=O)(=O)C2)nc2cc(S(N)(=O)=O)ccc21 (stereo unspecified)	0	4	-6	-2	7	-4	-12	-0.7	97	2
CCn1c(SCc2ccccc2Cl)nc2nc3c(cc2c1=O)CCCC3	0	-5	-3	16	13	0	4	-3.0	94	0
N#Cc1ccccc1OCC(=O)OCC(=O)Nc1ccc2c(c1)OCO2	0	1	-6	18	3	4	5	-2.5	93	-8
O=C(O)Cn1c(=S)sc2ccccc21	2	2	-3	13	6	-3	-4	-1.1	96	-7
CCOC(=O)N1CCN(S(=O)(=O)N2CCCC(C(=O)NCCc3ccccc3)C2)CC1 (stereo unspecified)	2	-3	-13	-2	-4	4	-2	-2.1	100	2
COc1ccccc1C(CCNCc1ccc(N(C)C)cc1)c1ccc(OC(C)C)cc1 (stereo unspecified)	-12	-4	-6	-20	3	1	11	13*	95	1
COc1cc(OC)cc(-c2c(-c3cccs3)c3cc(Br)ccc3n2C)c1	-1	3	-9	-2	-9	-3	-1	0.5	98	-7
c1ccc(N2CCN(Cc3nc4ccccc4[nH]3)CC2)nc1	-1	-3	-4	4	2	-1	-8	-0.3	104	-37
COc1cc(C)c(NC(=S)Nc2ccc(Cl)c(Cl)c2)cc1OC	0	-1	-3	-15	5	3	-5	0.2	100	4
CC(=O)c1ccc(OCC(=O)Nc2nnc(C3CC3)s2)cc1	0	4	-2	-3	-1	10	-14	1.0	100	3

In the list so far, 7 contain an NH in an aromatic ring:
SMILES	N-glyco inh	HTR2A ag	CaV13 ICDI inh	H9c2 protect	MC4R antagonist	ABHD5-PLIN5 inh	Granule exo inh	MC4R barr agon	ABCB6 inh 2	PDI inh
CC(C)c1nc2ccc(NC(=O)C34CC5CC(CC(C5)C3)C4)cc2[nH]1	-2	-7	nt	1	2	0	-5	-0.5	98	1
CCCc1cc(=O)[nH]c(SCC(=O)N(CC)Cc2ccccc2)n1	-3	-3	-5	10	0	-3	0	-0.9	91	11
CC(CCCC(C)(C)O)NCc1cn[nH]c1-c1ccc2c(c1)OCO2 (stereo unspecified)	2	6	2	2	5	3	-1	-0.4	87	13
CCC1(C)Cc2ccccc2-c2nc(NCCCO)[nH]c(=O)c21 (stereo unspecified)	4	-5	-3	4	5	1	4	-2.1	94	-5
Cc1ccccc1CN1CCN(C(=O)[C@H]2O[C@@H](n3ccc(=O)[nH]c3=O)[C@H](O)[C@@H]2O)CC1	0	5	-3	1	nt	3	-1	nt	92	nt
COc1ccc(CCNC(=O)CSc2nc3[nH]ncc3c(=O)[nH]2)cc1OC	2	-1	-4	4	6	4	-3	-3.0	102	3
c1ccc(N2CCN(Cc3nc4ccccc4[nH]3)CC2)nc1	-1	-3	-4	4	2	-1	-8	-0.3	104	-37
